# RGS7-Gao: human RGS7-Galphao interaction regulation. P09471. Multiplexed bead flow cytometry, RGS7-Galphao binding; actives lie on both sides. binding response (% of control), % at 10 µM. actives 0.35% (n = 220,000). AID 1439; in the data active = binding response below about 49% or above about 150%; inconclusive = no clear call, values can overlap the other calls; inactive = in between;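 also: fluorescent Galphao held in activated GDP-AlF4 state binding bead-coupled RGS7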
# Mcl1-Bid inh: Mcl-1/Bid interaction inhibition; inhibition, % at 21.7 µM; AID 1021; actives 0.97% (n = 220,000); TR-FRET Mcl-1/Bid-Dy647 peptide binding, 1536-well;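 active = compounds that cut the binding signal by more than half at the single screening dose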;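 also: His-tagged Mcl-1 with europium anti-His antibody binding Bid BH3 peptide; 0% = Mcl-1 plus peptide wells and 100% = peptide-only wells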
# Target sequence (Q07820 whole entry, looked up): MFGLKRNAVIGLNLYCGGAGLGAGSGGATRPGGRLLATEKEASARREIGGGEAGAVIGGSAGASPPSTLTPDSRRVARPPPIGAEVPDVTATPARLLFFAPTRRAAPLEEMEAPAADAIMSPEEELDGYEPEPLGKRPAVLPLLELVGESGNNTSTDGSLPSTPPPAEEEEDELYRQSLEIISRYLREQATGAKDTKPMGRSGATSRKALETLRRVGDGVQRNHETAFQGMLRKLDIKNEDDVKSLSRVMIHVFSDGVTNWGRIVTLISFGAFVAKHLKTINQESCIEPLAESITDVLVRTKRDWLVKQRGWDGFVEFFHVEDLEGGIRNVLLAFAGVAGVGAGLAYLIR
# Bim-Bfl-1: human Bim-Bfl-1 interaction inhibition. Bead-based flow cytometry, Bim-Bfl-1 binding inhibition. inhibition, % at 10 µM. actives 0.12% (n = 190,000). Q16548;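 also: 0% = wells without compound plus tracer and 100% = blocker peptide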
# Bim-Bcl-2: inhibitors of Bim-Bcl-2 interaction, human. P10415. Bead-based flow cytometry, Bim peptide-Bcl-2 binding. inhibition, % at 10 µM. actives 0.06% (n = 190,000). AID 950; in the data active = inhibition above about 40%; inconclusive = no clear call, values can overlap the other calls;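 also: 0% = no compound wells with probe peptide and 100% = reference peptide inhibitor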
# Mcl-1 Bim block: inhibitors of Bim-Mcl-1 interaction, human; actives 0.1% (n = 190,000); inhibition, % at 10 µM; AID 1009; Q07820; Bead-based flow cytometry, Bim peptide-Mcl-1 binding;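 also: 0% = no compound tracer wells and 100% = peptide blocker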
# Bcl-B Bim block: disrupts Bim peptide binding to human Bcl-B; bead-based flow cytometry; actives 0.073% (n = 190,000); inhibition, % at 10 µM;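 also: 0% = tracer peptide without compound and 100% = reference inhibitor peptide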
# Target sequence (Q9HD36 whole entry, looked up): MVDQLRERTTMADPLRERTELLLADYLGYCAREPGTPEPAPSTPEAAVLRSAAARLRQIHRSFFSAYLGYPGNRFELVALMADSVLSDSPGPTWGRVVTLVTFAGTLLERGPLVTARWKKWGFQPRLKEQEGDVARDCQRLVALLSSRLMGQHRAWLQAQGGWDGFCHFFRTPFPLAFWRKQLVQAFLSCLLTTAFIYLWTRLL
# Mcl1 Noxa PPI: disrupts binding of human Mcl-1 to Noxa peptide; actives 1.5% (n = 220,000); Q07820; inhibition, % at 21.7 µM; TR-FRET Mcl-1/Noxa peptide binding, 2 h;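 active = compounds that cut the protein-peptide binding signal by more than 50% relative to plate controls in a single-dose test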;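 also: His-tagged Mcl-1 with rhodamine Noxa BH3 peptide and terbium anti-His antibody; 0% = Mcl-1 plus Noxa peptide wells and 100% = peptide-only wells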
# Bcl-XL Bim block: inhibitors of Bim-Bcl-XL interaction, human; Q07817; Bim peptide-Bcl-XL binding, bead flow cytometry, fluorescence; inhibition, % at 10 µM; actives 0.04% (n = 190,000); AID 1007
# Target sequence (Q07817 whole entry, looked up): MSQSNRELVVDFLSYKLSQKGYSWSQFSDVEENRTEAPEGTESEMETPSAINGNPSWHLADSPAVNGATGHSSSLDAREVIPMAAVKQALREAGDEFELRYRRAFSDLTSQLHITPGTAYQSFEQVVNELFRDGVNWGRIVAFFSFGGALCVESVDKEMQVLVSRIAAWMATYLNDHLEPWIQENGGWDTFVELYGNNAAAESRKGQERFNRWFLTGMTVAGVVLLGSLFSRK
# RGS8-Gao reg: regulators of human RGS8-Galphao interaction. P09471. response (percent of control binding), % at 10 µM. actives 0.34% (n = 220,000). multiplexed bead flow cytometry, RGS8-Galphao binding; actives lie on both sides. AID 1423; in the data active = response below about 60% or above about 140%; inactive = in between;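 also: Galphao activated as the GDP aluminium fluoride complex binding bead-coupled RGS8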
# RGS4-Gao reg: human RGS4-Galphao interaction regulation; actives 0.33% (n = 220,000); binding response (% of control), % at 10 µM; Multiplexed bead flow cytometry, RGS4-Galphao binding; actives lie on both sides; AID 1415; in the data active = binding response below about 49% or above about 150%; inactive = in between;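 also: fluorescent Galphao activated with aluminum fluoride binding bead-coupled RGS4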
# Bcl-W Bim block: disrupts Bim peptide binding to human Bcl-W; bead-based flow cytometry; inhibition, % at 10 µM; Q92843; actives 0.02% (n = 190,000);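 also: 0% = bound tracer without compound and 100% = peptide blocker; higher means less fluorescent Bim peptide bound to Bcl-W beads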
# Target sequence (Q92843 whole entry, looked up): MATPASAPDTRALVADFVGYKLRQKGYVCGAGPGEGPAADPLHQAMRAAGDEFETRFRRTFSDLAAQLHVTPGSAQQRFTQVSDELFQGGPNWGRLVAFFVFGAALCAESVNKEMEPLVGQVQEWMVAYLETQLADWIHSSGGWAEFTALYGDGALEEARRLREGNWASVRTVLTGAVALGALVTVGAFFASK
# Active calls of the source: *; u = inconclusive; x = no result given. Rule as the data show it, unless noted: active = inhibition above about 40%.
SMILES,RGS7-Gao,Mcl1-Bid inh,Bim-Bfl-1,Bim-Bcl-2,Mcl-1 Bim block,Bcl-B Bim block,Mcl1 Noxa PPI,Bcl-XL Bim block,RGS8-Gao reg,RGS4-Gao reg,Bcl-W Bim block
O=C1CCC(C(=O)Nc2cccc(S(=O)(=O)N3CCOCC3)c2)N1 (centres undefined),116.0,5.2,-5.0,-3.0,-3.0,-5.0,6.7,-2.0,121.7,113.4,-1.0
COc1cccc(C(=O)CSc2nnc(CNc3nc(-c4ccccc4)cs3)n2C)c1,109.2,-23.1,-3.0,-2.0,0.0,0.0,8.7,0.0,101.8,111.5,0.0
C=CCN=c1scc(-c2ccc(F)cc2)n1/N=C/c1ccccn1,101.5,-39.5,-8.0,-6.0,-3.0,-7.0,14.1,-9.0,102.6,101.0,-3.0
O=C(OCc1ccc(Cl)cc1)c1ccccc1C(=O)c1ccccc1,94.4,11.0,-2.0,2.0,-1.0,-4.0,-0.9,-3.0,100.0,97.9,-3.0
CCCCN1C(=O)/C(=C2/Sc3ccccc3N2C)S/C1=N\c1ncn[nH]1,92.6,48.5,0.0,-4.0,-5.0,-11.0,38.0,-4.0,100.7,98.8,-3.0
CCOc1ccccc1Oc1coc2cc(OC(=O)c3ccco3)ccc2c1=O,95.3,-13.6,-11.0,-9.0,-2.0,-6.0,11.4,-3.0,101.7,95.9,0.0
O=C(/C(C=Nc1cccc(C(F)(F)F)c1)=C(/O)c1ccco1)C(F)(F)F,81.3,-41.2,-2.0,0.0,-4.0,-5.0,-10.8,-4.0,64.5,86.6,0.0
C[C@H]1C(=O)N(C)CCN1C(=O)c1ccccc1OC1CCN(S(C)(=O)=O)CC1,100.5,-18.3,-4.0,1.0,0.0,-4.0,2.0,-6.0,98.3,100.8,-4.0
C/C(=N\NC(=O)c1ccc(CN2CCOCC2)cc1)c1ccc([N+](=O)[O-])cc1,99.7,-14.4,-9.0,-9.0,-2.0,-7.0,13.6,-7.0,100.1,102.5,-5.0
CC(C)Cc1csc(NC(=O)c2ccccc2Cl)c1C(=O)O,98.3,-25.6,-10.0,-6.0,-5.0,-3.0,19.1,-6.0,98.8,99.2,-3.0
O=C(NCc1ccco1)c1cc([N+](=O)[O-])cc([N+](=O)[O-])c1,105.9,8.2,2.0,-1.0,-4.0,-3.0,10.4,-3.0,107.7,109.8,-3.0
COCCCN(C(=O)c1ccco1)c1nc(-c2cc(OC)ccc2OC)cs1,101.0,16.6,-12.0,-5.0,2.0,-1.0,-5.8,-2.0,103.4,103.7,1.0

# Part of the list above, set out differently:
> C/C(=N\NC(=O)c1ccc(CN2CCOCC2)cc1)c1ccc([N+](=O)[O-])cc1
- RGS7-Gao: 99.7
- Mcl1-Bid inh: -14.4
- Bim-Bfl-1: -9.0
- Bim-Bcl-2: -9.0
- Mcl-1 Bim block: -2.0
- Bcl-B Bim block: -7.0
- Mcl1 Noxa PPI: 13.6
- Bcl-XL Bim block: -7.0
- RGS8-Gao reg: 100.1
- RGS4-Gao reg: 102.5
- Bcl-W Bim block: -5.0
> CC(C)Cc1csc(NC(=O)c2ccccc2Cl)c1C(=O)O
- RGS7-Gao: 98.3
- Mcl1-Bid inh: -25.6
- Bim-Bfl-1: -10.0
- Bim-Bcl-2: -6.0
- Mcl-1 Bim block: -5.0
- Bcl-B Bim block: -3.0
- Mcl1 Noxa PPI: 19.1
- Bcl-XL Bim block: -6.0
- RGS8-Gao reg: 98.8
- RGS4-Gao reg: 99.2
- Bcl-W Bim block: -3.0

# The list goes on.
SMILES,RGS7-Gao,Mcl1-Bid inh,Bim-Bfl-1,Bim-Bcl-2,Mcl-1 Bim block,Bcl-B Bim block,Mcl1 Noxa PPI,Bcl-XL Bim block,RGS8-Gao reg,RGS4-Gao reg,Bcl-W Bim block
COC(=O)c1cn(C(=O)c2ccccc2)c2ccccc12,95.3,-18.9,0.0,0.0,4.0,3.0,-3.0,1.0,103.6,101.7,1.0
COC(=O)CN1C(=S)N(c2ccc(OC)cc2)C(=O)/C1=C/c1ccc(N2CCOCC2)cc1,104.9,-42.2,-6.0,-2.0,0.0,-4.0,6.2,0.0,101.7,108.1,1.0
CSC1=NCCN1C(=O)Cc1cccc2ccccc12,u,-31.2,x,x,x,x,-0.9,x,99.3,99.0,x
CCC1CCCCN1C(=O)COc1cc(=O)n(C)c2ccccc12 (centres undefined),111.9,-7.5,0.0,0.0,0.0,-2.0,18.3,-6.0,113.0,105.7,-2.0
Cc1cc(NC(=O)CSc2nc3ccccc3[nH]2)no1,103.0,-17.8,-16.0,-13.0,-2.0,-10.0,8.9,-6.0,103.8,103.5,-2.0
COc1cc(/C=N/N2C(C)CCCC2C)cc(Br)c1O (centres undefined),u,-23.2,5.0,1.0,4.0,-8.0,35.4,-2.0,104.6,107.4,2.0
Cc1ccc(SCC(=O)Nc2cccc(-c3nnc(-c4ccco4)o3)c2)cc1,101.6,-8.4,-2.0,0.0,-7.0,-4.0,-18.4,0.0,93.6,97.8,-1.0
O=C(Nc1cccnc1)c1ccccc1F,95.9,-46.6,0.0,0.0,-1.0,1.0,-17.6,0.0,100.8,97.2,0.0
CSC1=NC2C(N1)N(C)C(=O)N2C (centres undefined),114.7,-26.9,1.0,0.0,2.0,0.0,28.6,1.0,114.2,122.9,4.0
Cc1ccc(C2C(C#N)=C(N)N(c3ncn[nH]3)C3=C2C(=O)CC(C)(C)C3)cc1 (centres undefined),93.7,-61.3,4.0,5.0,-3.0,-2.0,-6.6,5.0,86.3,89.4,8.0
COC(=O)c1cc(NC(=O)c2cc(C(C)(C)C)nn2Cc2cccc(C)c2)ccc1N1CCOCC1,u,-16.9,x,x,x,x,8.1,x,101.8,99.0,x
O=C(NC1CC2CCCC(C1)N2Cc1ccccc1)C1CCCCC1 (centres undefined),u,-45.2,-4.0,1.0,2.0,-1.0,6.0,-1.0,101.0,100.5,0.0
O=C1CC(c2ccccc2)=Nc2ccc(Br)cc2N1,u,-16.0,-4.0,-3.0,0.0,-8.0,1.0,-2.0,95.0,92.0,0.0
CCOc1ccc(NC(=O)N2CCC(c3nc4ccccc4o3)CC2)cc1,96.7,-30.1,-4.0,3.0,-1.0,-3.0,-0.7,-3.0,100.7,100.2,-4.0
O=C(COC(=O)c1cc(NS(=O)(=O)c2cccs2)ccc1O)Nc1cc(Cl)ccc1Cl,103.8,-15.6,-7.0,0.0,0.0,0.0,15.3,-1.0,101.8,99.8,-1.0
O=C(COc1ccc(Cl)cc1Cl)N1CCN(c2ccccn2)CC1,u,-7.2,-2.0,-2.0,-1.0,-3.0,12.3,-6.0,103.5,99.8,-2.0
N/C(=N\OC(=O)c1cccc(Cn2cc(C(F)(F)F)ccc2=O)c1)c1ccccc1,u,-11.8,x,x,x,x,2.5,x,99.9,101.7,x
COc1ccc(NC(=O)C2CCC(CNc3c(N4CCCCC4)c(=O)c3=O)CC2)cc1OC (centres undefined),105.0,-25.1,-8.0,-5.0,0.0,-7.0,12.1,-2.0,103.8,104.5,0.0
CN(C1CCS(=O)(=O)C1)S(=O)(=O)c1ccc(C2CCCCC2)cc1 (centres undefined),100.0,-1.5,-17.0,-9.0,-5.0,-10.0,x,-5.0,100.1,99.4,-4.0
CCCCC(=O)Nc1ccc(F)c(Cl)c1,87.8,-18.4,-12.0,-6.0,2.0,-5.0,-7.5,-3.0,95.2,95.0,6.0
O=[N+]([O-])c1ccccc1OCCCCN1CCCCC1,92.6,8.9,-14.0,-10.0,-1.0,-11.0,11.8,-8.0,95.3,92.1,-3.0
N#C/C(=C\c1ccc(Sc2ccc(Cl)cc2)o1)c1nc2ccccc2[nH]1,100.7,-19.6,-6.0,-9.0,-3.0,-6.0,12.0,-2.0,101.6,99.0,-5.0
CCCc1cc(=O)[nH]c(Nc2ccc3c(c2)OCCO3)n1,99.7,-37.9,-3.0,0.0,1.0,-2.0,2.5,-1.0,101.5,103.0,-1.0
COc1ccc(OCC(=O)c2c[nH]c3ccccc23)cc1,93.7,3.1,2.0,-2.0,0.0,-3.0,19.8,-3.0,99.7,99.5,-2.0
CCOc1cccc2sc(Cl)nc12,u,-22.1,4.0,-1.0,-4.0,-3.0,11.7,-6.0,98.7,101.6,-4.0
CC1CCN(c2ccc(S(=O)(=O)NC3=NCCCCC3)cc2[N+](=O)[O-])CC1,u,-12.4,-4.0,-3.0,-1.0,-3.0,6.6,-3.0,100.9,101.3,0.0
Cc1cccc(-c2noc(CSc3ccccc3)n2)c1,101.3,-9.5,-1.0,0.0,-1.0,-3.0,-3.6,-2.0,96.4,90.9,-1.0
N#Cc1ccc(Oc2ccc(C(F)(F)F)cc2NC(=O)c2ccc(F)cc2)cc1,u,-1.0,x,x,x,x,3.8,x,106.8,111.4,x
O=C(/C=C/c1ccc(Cl)cc1)NC(=S)Nc1ccc(N2CCOCC2)c(Cl)c1,101.4,3.9,-5.0,1.0,-8.0,-24.0,39.5,-18.0,101.1,95.3,-12.0
CCn1cc([C@@H]2C[C@H]3CN(Cc4cccc(Cl)c4)C(=O)[C@]34CCCN24)cn1,121.0,-58.5,-4.0,-1.0,1.0,-2.0,3.5,-1.0,120.2,122.7,1.0
CCOC(=O)NC(=O)CSc1nnnn1-c1ccc(Cl)cc1,96.9,-2.5,-22.0,-11.0,-6.0,-12.0,11.4,-10.0,98.3,99.6,-4.0
Cc1c(C)n(C(=O)CSc2nc3ccccc3[nH]2)c2ccccc12,101.3,-31.1,-8.0,-5.0,0.0,-7.0,25.4,-7.0,98.0,101.4,3.0
COc1ccc(N2CC(NC(=O)N(C)CCC#N)CC2=O)cc1 (centres undefined),97.2,7.8,-7.0,-5.0,-1.0,-3.0,3.2,-6.0,100.3,97.5,-3.0
Cc1noc(NS(=O)(=O)c2ccc(NC(=O)CCN3C(=O)c4ccccc4C3=O)cc2)c1C,96.2,-13.8,-4.0,-2.0,-2.0,-2.0,-1.6,0.0,100.1,100.5,-1.0
COc1cc(C)c(Cl)cc1S(=O)(=O)N1CCCC1,u,-4.0,-4.0,-4.0,-1.0,-5.0,14.1,-4.0,103.4,101.7,-3.0
O=C(O)C(Cc1ccccc1)N1C(=O)/C(=C/c2ccccc2)SC1=S (centres undefined),99.1,17.4,-2.0,-4.0,-5.0,-11.0,20.8,-6.0,103.2,101.5,-4.0
CCOC(=O)c1ccc(NC(=S)NCCc2ccc(OC)c(OC)c2)cc1,u,-14.3,x,x,x,x,-3.2,x,100.3,104.1,x
Nc1nnc(CC(c2ccccc2)c2ccccc2)s1,95.8,-25.4,-6.0,-3.0,0.0,-3.0,-5.9,-3.0,101.0,97.3,2.0
O=C1CSC(c2cccnc2)N1c1ccc(F)cc1 (centres undefined),101.5,1.1,-17.0,-10.0,0.0,-5.0,24.2,-3.0,102.3,103.3,0.0
COc1cc(NC(=O)c2cc3ccccc3o2)c(OC)cc1Cl,99.6,-0.2,-2.0,-4.0,-3.0,-1.0,-0.4,1.0,103.1,101.6,-2.0
CC(C)C[C@@H]1NC(=O)[C@H](Cc2ccc(O)cc2)NC(=O)[C@H](CCC(N)=O)NC(=O)c2cc([N+](=O)[O-])cc(I)c2NCC[C@@H](C(N)=O)NC1=O,97.2,-14.1,8.0,9.0,4.0,1.0,-2.1,2.0,83.2,94.1,6.0
O=C(c1cnn2c(C(F)(F)F)cc(-c3ccco3)nc12)N1CCCCCC1,101.4,-4.6,-4.0,1.0,-4.0,1.0,8.5,0.0,96.2,102.2,-3.0

# Source: PubChem BioAssay (several laboratories)

# Random draw from the library; about 2.7% have a hit in one of these screens.
